MITF TRPM1 inh: reduces MITF-dependent TRPM1 promoter luciferase signal; AID 488899; SK-MEL-5 TRPM1 promoter luciferase, 24 h; inhibition, % at 12.5 µM; actives 0.83% (n = 330,000);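 active = mean inhibition across replicates of 60% or more, whatever share of single replicates reaches that level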; also: values of inactives mirror those of a sister screen read the other way
Peg3 promoter: Peg3 promoter activity inhibition; HeLa PEG-Prom luciferase reporter, luminescence, overnight; inhibition, % at 20 µM; actives 1.7% (n = 360,000);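 active = inhibition of at least 50% at 20 µM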
KKLEB tox: reduces viability of KKLEB cystic fibrosis airway cells | activity change (cytotoxicity), % at 5 µM | actives 0.36% (n = 360,000) | KKLEB CF airway cells viability, ATPlite luminescence, overnight; active compounds read low; cells stimulated with P. aeruginosa culture filtrate;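 active = corrected activity change at or below -50% at 5 µM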
Vif inh: HIV Vif inhibition. HEK293T cells, Vif self-association by quenched fluorescence, imaging, 24 h. inhibition, % at 7.49 µM. actives 0.35% (n = 340,000). AID 602346; in the data active = inhibition above about 50%, passing the limit was not always enough; also: some results filed as inactive read as strong as hits
NR2E3 ag-1: activates human NR2E3 receptor. CHO-S Gal4-NCOR/VP16-NR2E3 two-hybrid, luciferase. inhibition of corepressor binding, % at 3.98 µM. actives 0.35% (n = 360,000). AID 602229;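 active = inhibition above the mean of all tested compounds plus 3 SD, cut at about 70% in these data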;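 also: 0% = DMSO with NR2E3 transfected cells and 100% = cells lacking NR2E3 construct; higher means lower luciferase signal from less NR2E3 corepressor binding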
Target sequence (Q9Y5X4 whole entry, looked up, the tested form may be a part): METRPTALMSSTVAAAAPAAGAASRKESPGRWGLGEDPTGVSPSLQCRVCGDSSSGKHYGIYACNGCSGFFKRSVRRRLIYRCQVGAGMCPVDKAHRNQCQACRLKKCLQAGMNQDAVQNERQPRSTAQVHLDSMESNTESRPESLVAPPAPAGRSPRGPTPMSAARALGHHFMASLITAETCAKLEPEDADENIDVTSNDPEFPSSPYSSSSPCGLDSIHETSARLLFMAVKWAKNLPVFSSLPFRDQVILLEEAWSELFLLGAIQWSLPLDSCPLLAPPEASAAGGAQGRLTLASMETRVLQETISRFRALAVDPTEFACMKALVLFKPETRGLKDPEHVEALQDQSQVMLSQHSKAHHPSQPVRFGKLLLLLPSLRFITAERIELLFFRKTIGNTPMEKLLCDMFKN
CF NFkB block: cystic fibrosis NF-kB activation inhibition | KKLEB NF-kB-GFP reporter, PAF-induced, GFP fluorescence overnight | inhibition, % at 5 µM | actives 0.86% (n = 360,000) | AID 588850;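 active = at least 50% inhibition at 5 µM, scaled per plate between neutral and stimulator controls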;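 also: PAF is a Pseudomonas aeruginosa culture filtrate used as stimulus; plate controls were PAF-stimulated DMSO wells for no effect and unstimulated DMSO wells for full effect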
CaV13 FRET inh: Disruptors of the CACNA1D IQ motif to Ca2+-dependent inactivation inhibitor domain association, primary screening, Förster resonance energy transfer in intact living …. inhibition, % at 12.3 µM. actives 0.098% (n = 340,000). HEK cells, CFP/YFP FRET ICDI-IQ, plate reader, 10 min; percent FRET-ratio fall versus neutral wells;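 active = mean replicate inhibition of at least 30% and at least 1% of replicates passing that level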;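 also: 0% = median of the neutral control wells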
Shn3 3UTR inh: Schnurri-3 reporter inhibition in Clone20 osteoblasts; Clone20 osteoblast Shn3 3'UTR firefly luciferase, 24 h; inhibition, % at 12.5 µM; actives 0.52% (n = 360,000); AID 588674;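 active = mean inhibition of at least 75% with every replicate also reaching 75%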;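 also: 0% = median of neutral control wells and 100% = pilot-screen positive control compound; some compounds past the cut are filed as inactive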
PDI turbidity: PDI (human) enzyme inhibition; P07237; actives 0.052% (n = 350,000); inhibition, % at 10 µM; PDI insulin aggregation turbidity, A650, 90 min;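 active = mean inhibition across replicates of 30% or more, whatever share of single replicates reach that level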;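 also: absorbance from insulin aggregation driven by PDI reduction with DTT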
Target sequence (P07237 whole entry, looked up): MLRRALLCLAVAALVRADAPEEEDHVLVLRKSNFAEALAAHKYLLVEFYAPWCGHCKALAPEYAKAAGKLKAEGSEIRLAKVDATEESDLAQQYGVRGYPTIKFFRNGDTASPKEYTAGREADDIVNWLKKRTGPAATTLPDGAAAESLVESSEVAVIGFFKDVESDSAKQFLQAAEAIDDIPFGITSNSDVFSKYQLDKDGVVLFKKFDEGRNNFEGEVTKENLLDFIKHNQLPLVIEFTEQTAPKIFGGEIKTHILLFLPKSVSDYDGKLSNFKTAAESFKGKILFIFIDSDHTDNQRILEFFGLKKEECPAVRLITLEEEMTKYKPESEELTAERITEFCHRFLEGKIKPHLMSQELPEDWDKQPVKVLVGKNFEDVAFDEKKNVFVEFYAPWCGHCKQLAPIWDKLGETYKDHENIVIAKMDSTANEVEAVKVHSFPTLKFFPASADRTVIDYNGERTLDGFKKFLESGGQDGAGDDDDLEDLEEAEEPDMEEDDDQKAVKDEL
HIF-2a inh: inhibitors of HIF-2a. 786-0 RCC cells HIF-2a reporter, luciferase luminescence, overnight. inhibition, % at 18.8 µM. actives 0.72% (n = 360,000). AID 624352;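 active = inhibition of the luminescence signal of 40% or more relative to plate controls, in a single-dose primary screen at 18.75 µM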
NR2E3 ag-2: activates human photoreceptor nuclear receptor NR2E3 | actives 0.12% (n = 320,000) | GST-NR2E3/biotin-RetCOR TR-FRET, 1536-well | Q9Y5X4 | inhibition of corepressor binding, % at 4.78 µM | AID 2300;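 active = percent inhibition above the cutoff of mean plus 3 SD of all tested compounds, set per screening campaign, cut at about 20% in these data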;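 also: 0% = DMSO wells and 100% = biotin wells as full block of FRET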
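system = GST-tagged NR2E3 plus biotinylated RetCOR corepressor | input = 1.35 nM GST-NR2E3 | also added = 7 nM biotin-RetCOR | schedule = 5 h incubation at 4 °C | measured by = TR-FRET with europium anti-GST and streptavidin-D2, 340 nm excitation | read-out = percent loss of FRET ratio relative to control wells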
* marks the source's active call; other numbers are inactive results; . = no result given.

Compound | MITF TRPM1 inh | Peg3 promoter | KKLEB tox | Vif inh | NR2E3 ag-1 | CF NFkB block | CaV13 FRET inh | Shn3 3UTR inh | PDI turbidity | HIF-2a inh | NR2E3 ag-2
Cc1c(C(=O)N2CCCc3ccccc32)sc2nc(-c3ccccc3)cn12 | -31 | -108 | 5 | . | -55 | -18 | -6 | -10 | . | -204 | 0
CC(=O)N1CCN(c2nc(-c3cccs3)nc3ccccc23)CC1 | -1 | 34 | -13 | 1 | 2 | -9 | 9 | 2 | -5 | 20 | 5
Cc1cc(/C=C(\C#N)C(=O)O)c(C)n1-c1ccc(Br)cc1 | -10 | -15 | -12 | -6 | -6 | 11 | -7 | -11 | 1 | -3 | 3
O=C(OCc1cc2ccccc2[nH]c1=O)c1cccnc1 | 0 | 14 | -24 | 19 | -7 | 18 | -5 | -6 | -7 | 18 | 1
CCCN(CCC)C(=S)NC(=O)c1ccc(-c2ccccc2)cc1 | -5 | 10 | -1 | 0 | 29 | -14 | -4 | 11 | 7 | -4 | -2
COc1cc2ccccc2cc1C(=O)OCC(=O)N(C)c1c(N)n(Cc2ccccc2)c(=O)[nH]c1=O | 8 | 10 | 6 | 4 | -24 | -1 | -2 | 3 | -2 | 8 | 2
COc1ccc(OC)c(NC(=O)C2(C)CCN2Cc2cccc(OC)c2OC)c1 (configuration not stated) | . | 11 | -4 | -3 | -7 | 19 | -5 | 25 | 15 | 19 | .
COc1ccc(NC2CCCN(C(=O)CCC3=NNC(=O)CC3)C2)cc1 (configuration not stated) | -3 | 14 | 12 | 7 | 5 | -31 | . | -12 | -1 | 13 | -2
O=C(NCc1n[nH]c(=S)n1-c1ccc(Br)cc1)c1cccs1 | -5 | 14 | 7 | 3 | 20 | -24 | -4 | 10 | -4 | 19 | 3
O=C(Nc1ccc(O)cc1)C1CCCN1S(=O)(=O)c1ccc(F)cc1 (configuration not stated) | -4 | -3 | 20 | 3 | -3 | 28 | -2 | -16 | . | 20 | 4
CCN(CC)C(=O)C1=C(C)N(CCCN2CCCC2=O)C(=O)C(CC(=O)NCCc2ccccn2)C1 (configuration not stated) | . | 12 | -1 | 2 | -1 | 8 | -9 | -8 | -6 | -4 | .
COC(=O)c1sc2cc([N+](=O)[O-])cc(SCC(C)C)c2c1N | 11 | 5 | -2 | 2 | -9 | -23 | -7 | 7 | -16 | 8 | -3
CN(Cc1ccc2nsnc2c1)Cc1nc(Cc2cccc(F)c2)no1 | 2 | 0 | -7 | -3 | 15 | -1 | -2 | -8 | -4 | 5 | -3
CCCn1nnnc1NCc1ccc(CC)cc1 | 10 | 15 | 2 | -3 | 9 | -7 | -4 | -15 | -2 | 18 | 2
C[C@@H]1CN([C@H](C)CO)C(=O)c2cc(C3=CCCCC3)cnc2O[C@@H]1CN(C)Cc1ccccc1C(=O)O | . | -6 | -4 | . | -8 | 0 | -6 | -19 | -2 | -11 | .
Oc1cccc(/C=N/NC(=S)NCCN2CCOCC2)c1O | 13 | 3 | -2 | -1 | -15 | -20 | -13 | 81 | -12 | 10 | -5
CC[C@]1(C(=O)OC)[C@H]2C(=O)N(C)C(=O)[C@H]2[C@H]2CN=C(SCc3ccc(C)cc3)N21 | 3 | -10 | -1 | 5 | -12 | 6 | -5 | 5 | 6 | 8 | .
COc1cc(CNn2nnnc2N)cc(Br)c1OCc1c(Cl)cccc1Cl | 13 | 28 | -14 | -9 | 38 | 0 | -8 | 60 | 2 | 19 | -4
Cc1ccsc1C(=O)OCC(=O)c1cc(C)n(CC2CCCO2)c1C (configuration not stated) | 68* | 56* | -10 | -6 | 90* | 11 | -6 | 76 | 10 | 65* | 2
Cc1ccc(Sc2ncnc3onc(C)c23)c(C)c1 | 15 | 0 | -2 | 2 | -6 | 17 | -7 | -24 | 1 | -4 | .

Only PDI turbidity (two entries from above):
molecule | PDI turbidity
CCCn1nnnc1NCc1ccc(CC)cc1 | -2
C[C@@H]1CN([C@H](C)CO)C(=O)c2cc(C3=CCCCC3)cnc2O[C@@H]1CN(C)Cc1ccccc1C(=O)O | -2

The main list resumes, starting 3 compounds before the break.
Compound | MITF TRPM1 inh | Peg3 promoter | KKLEB tox | Vif inh | NR2E3 ag-1 | CF NFkB block | CaV13 FRET inh | Shn3 3UTR inh | PDI turbidity | HIF-2a inh | NR2E3 ag-2
COc1cc(CNn2nnnc2N)cc(Br)c1OCc1c(Cl)cccc1Cl | 13 | 28 | -14 | -9 | 38 | 0 | -8 | 60 | 2 | 19 | -4
Cc1ccsc1C(=O)OCC(=O)c1cc(C)n(CC2CCCO2)c1C (configuration not stated) | 68* | 56* | -10 | -6 | 90* | 11 | -6 | 76 | 10 | 65* | 2
Cc1ccc(Sc2ncnc3onc(C)c23)c(C)c1 | 15 | 0 | -2 | 2 | -6 | 17 | -7 | -24 | 1 | -4 | .
CC1(NC(=O)Cc2ccc(S(=O)(=O)N3CCOCC3)s2)CCS(=O)(=O)C1 (configuration not stated) | -8 | -9 | 17 | 15 | 10 | -16 | -6 | 1 | -4 | 2 | -1
O=C(CN1C(=O)S/C(=C/c2cccn2-c2ccc(O)cc2)C1=O)N1CCCC1 | 5 | -3 | 1 | -7 | 12 | -6 | -5 | -13 | -2 | 5 | 0
CCC(CC)C(=O)Nc1cccc(C(=O)Nc2ccc(OC)cc2[N+](=O)[O-])c1 | -10 | 25 | -3 | 32 | 4 | -2 | -9 | 17 | -8 | -10 | 3
CC1=C(C(N)=O)C(c2ccc(Cl)cc2Cl)n2ncnc2N1 (configuration not stated) | 10 | -6 | -6 | 1 | -9 | 3 | -3 | -15 | 9 | 20 | -3
CC(C)(Cc1ccc(O)cc1)NC(=O)c1ccccc1 | 6 | 1 | 3 | -4 | 24 | -28 | -24 | 1 | 17 | 17 | -7
CCn1c(SCC(=O)Nc2cc(C)on2)nnc1-c1ccc(OC)cc1 | 2 | 7 | -1 | 50* | -1 | 10 | 0 | -2 | -12 | 18 | 0
Cc1cc(C)n(-c2ncc3c(n2)N(C)CCOC3=O)n1 | -3 | 10 | -8 | -7 | -28 | 6 | -4 | -11 | 10 | 7 | 1
CC1CCCN(S(=O)(=O)CCNC(=O)c2ccccc2)C1 (configuration not stated) | 2 | -1 | 10 | -17 | -21 | 10 | -5 | -10 | -2 | 4 | -4
CCc1nnc(NC(=O)c2ccc(S(=O)(=O)N3CCCCC3)cc2)s1 | . | -21 | 3 | 1 | -8 | -8 | -2 | -16 | -10 | -14 | 7
Clc1c2c(nc3ccccc13)CCC2 | -21 | -10 | -5 | -8 | -23 | 10 | -2 | 1 | -4 | 1 | 1
CCNC(=O)n1nccc1C(C)Oc1cccc(C(F)(F)F)c1 (configuration not stated) | -9 | 1 | 0 | -16 | -14 | -3 | -5 | 4 | -2 | 5 | -4
Cc1nc2c(C(=O)N3CCCC3)cnn2c(C)c1Cc1c(F)cccc1Cl | 10 | -5 | 12 | 3 | 4 | 14 | -6 | 20 | 0 | -22 | -1
CNC(=S)/N=C(/Nc1ccccc1)c1ccccc1 | 4 | 9 | 7 | -1 | -32 | 8 | -2 | -9 | 0 | 13 | 1
CCOCCCNC(=O)c1cc2cc3cc(OC)ccc3nc2o1 | -6 | -24 | -2 | . | -13 | -1 | -2 | -31 | -4 | -23 | -1
Cc1csc(NC(=O)C(NC(=O)c2ccccc2F)C(C)C)n1 (configuration not stated) | -6 | 1 | 1 | . | -27 | 9 | 21 | 7 | 1 | 3 | 1
Cc1nnc(C)c2c(C)n(N)c(C)c12 | . | 5 | 20 | 3 | 22 | -24 | -19 | 11 | -1 | 13 | -2
CC(C)(C)CN1CCN(CCCc2ccccc2)C(CCO)C1 (configuration not stated) | 2 | 11 | 7 | 3 | -4 | -17 | -5 | 2 | 1 | 8 | 0
COC(=O)C1CCN(C2CC(=O)N(c3cc(C)cc(C)c3)C2=O)CC1 (configuration not stated) | 2 | 5 | -15 | 4 | -16 | 8 | -3 | 11 | 17 | 16 | 7
CC(=O)N[C@@H](Cc1ccc(O)cc1)CN1C(N)=NC[C@@H]1CC(C)C | -5 | -4 | 11 | -1 | -19 | -17 | -9 | -20 | -1 | 16 | -2
O=C(Nc1ccc(Oc2ccccc2)cc1)C1CCCN(c2ncccn2)C1 (configuration not stated) | 2 | -11 | 4 | -7 | 7 | -29 | -10 | 15 | 1 | -20 | 1

Printed as active in Vif inh, of those listed so far:
compound | MITF TRPM1 inh | Peg3 promoter | Vif inh | NR2E3 ag-1 | CF NFkB block | CaV13 FRET inh | Shn3 3UTR inh | PDI turbidity | HIF-2a inh | NR2E3 ag-2
CCn1c(SCC(=O)Nc2cc(C)on2)nnc1-c1ccc(OC)cc1 | 2 | 7 | 50* | -1 | 10 | 0 | -2 | -12 | 18 | 0

Additional results:
| Structure | MITF TRPM1 inh | Peg3 promoter | KKLEB tox | Vif inh | NR2E3 ag-1 | CF NFkB block | CaV13 FRET inh | Shn3 3UTR inh | PDI turbidity | HIF-2a inh | NR2E3 ag-2 |
| --- | --- | --- | --- | --- | --- | --- | --- | --- | --- | --- | --- |
| CCOc1ccc(CCNC(=O)c2cc(S(=O)(=O)N3CCOCC3)ccc2C)cc1OCC | -6 | 16 | -5 | -3 | -11 | 12 | -16 | -2 | -10 | 16 | 3 |
| O=C(c1ccc(Cl)c(S(=O)(=O)N2CCCCC2)c1)N1CCCCC1 | 0 | 11 | 17 | . | -37 | -12 | -5 | 6 | 10 | 5 | 3 |
| CCN(CC)CCN(C(=O)c1ccc2ccccc2c1)c1nc2ccc(F)cc2s1 | -12 | -83 | 3 | 3 | -17 | -23 | -7 | -38 | 7 | -34 | -2 |
| Cc1cc([N+](=O)[O-])nn1CC(=O)N/N=C/c1ccccc1Br | 11 | 19 | -4 | -1 | -11 | -3 | 0 | 1 | 10 | 15 | 2 |
| Cc1cc(Br)ccc1NC(=O)CNC(=O)c1ccc(-n2cncn2)c([N+](=O)[O-])c1 | 9 | 1 | -2 | -3 | 19 | 20 | -1 | -48 | -8 | 7 | 0 |
| CC1(C(=O)Nc2cnc3ccccc3c2)CCN1Cc1ccc(OC(F)(F)F)cc1 (configuration not stated) | . | -2 | -5 | 2 | -18 | 25 | -6 | 4 | 1 | -15 | . |
| COc1ccccc1CNC(=O)C1CCC(CNS(=O)(=O)c2ccc(C)cc2)CC1 (configuration not stated) | 1 | 21 | 0 | -4 | 9 | 9 | -2 | 14 | 15 | 4 | -1 |
| CCCN(CC(=O)Nc1ccc(F)c(F)c1F)C(=O)c1ccc2c(=O)n3c(nc2c1)CCC3 | -4 | 18 | 2 | -2 | 5 | 0 | -5 | -6 | 0 | 12 | 3 |
| CC(=O)N1CCN(S(=O)(=O)c2cccc(C(=O)N(Cc3ccccc3)c3cccc(C)c3)c2)CC1 | 4 | 14 | 3 | 5 | 17 | 1 | -2 | 34 | 18 | 12 | -1 |
| O=C(CCCN=C1NS(=O)(=O)c2ccccc21)OCc1ccc(F)cc1 | 9 | 12 | -2 | 5 | 12 | -7 | -3 | 7 | 1 | 12 | 2 |
| COC(CNC(=O)c1ccc2c(c1)ncn2C1CCCCCC1)OC | -18 | 6 | -2 | 3 | -7 | 4 | -8 | 1 | 9 | 2 | 6 |
